AmpC no deterg – qHTS Inhibitors of AmpC Beta-Lactamase (assay without detergent). Potency, µM (top dose mostly 57.1 µM), for the others: at the top dose activity change, negative = inhibition, actives largely listed as inhibitors. 0.52% of 330,000 active. AmpC nitrocefin hydrolysis, absorbance 480 nm, 0.0001% Triton. AID 485341, 2010;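 also: potency is read from the fitted curve at half-maximal effect; plate controls were no compound for no effect and no enzyme for full effect; nearly all actives have a fitted effect of over 20% in size; some results filed as inactive show a strong effect at the top dose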
Target sequence (P00811 whole entry, looked up): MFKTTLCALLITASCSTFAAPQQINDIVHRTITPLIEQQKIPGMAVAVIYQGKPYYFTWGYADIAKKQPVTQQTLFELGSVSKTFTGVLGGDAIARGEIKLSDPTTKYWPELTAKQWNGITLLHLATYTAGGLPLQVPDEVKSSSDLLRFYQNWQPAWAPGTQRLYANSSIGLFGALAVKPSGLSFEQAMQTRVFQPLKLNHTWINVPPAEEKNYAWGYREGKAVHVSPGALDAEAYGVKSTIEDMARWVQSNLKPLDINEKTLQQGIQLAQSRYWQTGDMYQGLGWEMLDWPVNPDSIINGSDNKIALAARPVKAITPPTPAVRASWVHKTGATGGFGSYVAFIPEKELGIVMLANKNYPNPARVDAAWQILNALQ
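AmpC (5.3 nM in the dispensed reagent) in 20 mM phosphate pH 7.0 with 0.01% (detergent screen) or 0.0001% Triton X-100 was preincubated with compounds for 15 min at room temperature. Nitrocefin was then added from an 800 uM solution, and hydrolysis was followed at 480 nm.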
AmpC inh detg – qHTS Inhibitors of AmpC Beta-Lactamase (assay with detergent); Potency, µM (series often up to 114 µM), without a hit: at the top dose activity change, negative = inhibition, most hits filed as inhibitors; AmpC hydrolysis of nitrocefin, absorbance 480 nm, 0.01% Triton; 0.041% of 370,000 active;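 also: potency is read from the fitted curve at half-maximal effect; 0% = no-compound wells and -100% = no-enzyme wells; nearly all actives have a fitted effect of over 25% in size; some results filed as inactive show a strong effect at the top dose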
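AmpC (5.3 nM in the dispensed reagent) in 20 mM phosphate pH 7.0 with 0.01% (detergent screen) or 0.0001% Triton X-100 was preincubated with compounds for 15 min at room temperature. Nitrocefin was then added from an 800 uM solution, and hydrolysis was followed at 480 nm.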
Tb PYK inh – qHTS of Trypanosoma Brucei Inhibitors | pyruvate kinase (Trypanosoma brucei), Q57TT1 | TbPYK enzyme, Kinase-Glo Plus ATP luminescence, 45 min | Potency, µM (doses to about 76.8 µM), inactives show at the top dose activity, negative = inhibition, hits mostly inhibitors | 0.12% of 410,000 active; also: potency is read from the fitted curve at half-maximal effect; nearly all actives have a fitted effect of over 50% in size
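TbPYK + substrate in 50 mM TEA pH 7.2, 100 mM KCl, 10 mM MgCl2, 0.05% BSA, 0.01% Tween-20; cpd pinned; ADP 130 uM final; 45 min RT; Kinase-Glo Plus 10 min; luminescence endpoint.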
AMA1 RON2 block – qHTS for Inhibitors of AMA1-RON; Towards Development of Antimalarial Drug Lead: Primary Screen | Potency, µM (doses to about 58.2 µM), without a hit: at the top dose activity change, negative = inhibition, actives largely listed as inhibitors | AlphaScreen AMA1-biotinylated RON2 peptide binding | AID 720542, 2013 | 0.2% of 360,000 active | Plasmodium falciparum AMA1 (3D7) - RON2 peptide interaction;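 also: potency is read from the fitted curve at half-maximal effect; 0% = vehicle wells and -100% = peptide control; nearly all actives have a fitted effect of over 45% in size; some results filed as inactive show a strong effect at the top dose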
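AMA1 (3D7) with his tag at 25 nM final met compounds first, then biotinylated RON2 peptide at 25 nM; detection used donor plus acceptor beads, 10 µg/mL apiece, read by AlphaScreen after 30 min at room temperature.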
HCV inhibitor – qHTS Assay for Inhibitors of Hepatitis C Virus (HCV) | Huh7.5.1 HCVcc-Cre infection, luciferase reporter, 44 h | Potency, µM (titrated, usually from 41.8 µM), for the others: at the highest dose activity change, negative = inhibition, hits mostly inhibitors | 3.4% of 340,000 active | AID 651820, 2012; also: potency is read from the fitted curve at half-maximal effect
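Whole-lifecycle infectious HCVcc-Cre system; cells 1,000/well, compound then virus (~0.5 moi) added 4 h after plating, 44 h culture. Luciferase read 15 sec following 15 min substrate incubation, room temp.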
HCMV antiviral – qHTS Assay for inhibitors of the human cytomegalovirus (HCMV); HFF cells, HCMV-luciferase reporter, 72 h; stronger effect = lower value; activity change, negative = inhibition, % at 57.5 µM; 4.5% of 410,000 active; in the data active = activity change below about -60%; inconclusive = no clear call, values can overlap the other calls; inactive = above about -39%
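Luciferase read-out from HCMV-luciferase-infected HFFs (MOI 1 PFU/cell) 72 h post infection at 37C; compounds added after 16 h cell attachment; activity normalized between buffer-only basal and Salinomycin (10uM) inhibitor controls.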
LmPK inh – qHTS Assay for Inhibitors of Leishmania Mexicana Pyruvate Kinase (LmPK). Q27686. purified LmPK, Kinase-Glo ATP luminescence, 1 h. Potency, µM (series often up to 57.5 µM), without a hit: at the top dose activity change, negative = inhibition, most hits filed as inhibitors. 0.37% of 290,000 active. AID 1721, 2009; also: potency is read from the fitted curve at half-maximal effect
Target sequence (Q27686 whole entry, looked up): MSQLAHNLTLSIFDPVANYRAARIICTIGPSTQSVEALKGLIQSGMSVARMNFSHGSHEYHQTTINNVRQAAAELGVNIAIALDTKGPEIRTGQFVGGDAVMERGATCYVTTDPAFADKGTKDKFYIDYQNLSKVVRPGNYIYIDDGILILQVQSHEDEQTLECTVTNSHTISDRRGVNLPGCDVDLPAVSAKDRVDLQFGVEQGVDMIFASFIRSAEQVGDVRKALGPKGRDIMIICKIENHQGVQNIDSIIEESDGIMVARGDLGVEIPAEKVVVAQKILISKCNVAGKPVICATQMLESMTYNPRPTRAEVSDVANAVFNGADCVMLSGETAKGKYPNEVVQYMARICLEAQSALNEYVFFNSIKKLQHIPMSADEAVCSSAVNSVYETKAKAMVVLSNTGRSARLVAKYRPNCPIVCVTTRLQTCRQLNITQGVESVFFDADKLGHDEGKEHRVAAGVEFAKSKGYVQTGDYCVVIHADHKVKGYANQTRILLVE
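Purified LmPK (0.1 nM) with 0.5 mM PEP and 0.1 mM ADP in imidazole buffer pH 7.2 with MgCl2/KCl, 1 h at room temperature. ATP formed was read by luciferase luminescence and normalized to no-enzyme and uninhibited controls.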
An asterisk follows results filed as active; ? = inconclusive; . = no result given; & = joins results of further samples; [ ] = dose if it differs, or a comment. Unless noted, calls follow the shape of the dose curve; as a rule, active = well fitted curve in the direction sought with a large enough effect; inconclusive = small, poorly fitted or top-dose-only effect, or another doubt; inactive = no such curve, though single readings can be large; an effect the other way counts as inactive or inconclusive. Unless noted, % is scaled to controls: 0 for no effect and ±100 for the full control effect.

item | Structure | AmpC no deterg | AmpC inh detg | Tb PYK inh | AMA1 RON2 block
1 | CC(C)CC1C(=O)N(Cc2cn(Cc3ccco3)nn2)CCS(=O)(=O)N1Cc1ccc(-c2cccc(N(C)C)c2)cc1 (stereo not drawn) | . | . | -12% | -12%
2 | CCNC(=O)CSc1nnc(CN2CCCCCC2=O)n1-c1ccccn1 | -23% | -8% | -4% | 2%
3 | Cc1ccn(CCC(=O)O)n1 | -18% | 1% | 4% | -7%
4 | CC(C)Oc1ccc(CNC(=O)C2CCN(C(=O)N3CCOc4ccc(Cl)cc43)CC2)cc1 | . | 5% | 1% | .
5 | O=C(CN1C2=NCCN2c2ccccc21)c1ccco1 | -11% | -7% | -9% | -15%
6 | CC(NC(=O)C1=Cc2ccccc2OC1)c1ccccc1 (stereo not drawn) | . | 10% | -2% | .
7 | O=C(O)C1CCN(C(=O)c2csc(-c3ccc4c(c3)CCO4)n2)CC1 | -20% | -1% | 1% | 0%
8 | CCN(CC)c1ccc(NC(=O)Nc2ccc(C(C)=O)cc2)cc1 | 0.28µM* | 3% | -21% | -5%
9 | CC(C)(C)Cc1nnc(NC(=O)Cc2ccc([N+](=O)[O-])cc2)s1 | -35% | -7% | 3% | 21%
10 | Cc1cc(C)n(CCCNC(=O)COc2ccc([N+](=O)[O-])cc2)n1 | -14% | . | 3% | 12%
11 | CCOC(=O)c1ccc(CNC(=O)c2cc(C(C)(C)C)oc2C)o1 | 22% | ? | -2% | -12%
12 | Cc1ccc(CNC(=O)c2cc3sccc3n2Cc2ccc(F)cc2)cc1 | . | 1% | -2% | .
13 | O=C(CSc1nnc(-c2ccncc2)s1)Nc1ccc(Cl)c(C(=O)O)c1 | -19% | -3% | -7% | 15%
14 | O=c1nc(SCc2c(F)cccc2Cl)nc(-c2ccccc2)[nH]1 | -23% | 0% | 1% | 8%
15 | CSc1nc(Nc2ccc(C)cc2)c(C#N)c(-c2ccccc2)n1 | . | 2% | 0% | .

item | HCV inhibitor | HCMV antiviral | LmPK inh
1 | . | -101* | .
2 | 16% | 11 | -3%
3 | 6% | -30 | -2%
4 | . | -25 | .
5 | -3% | -1 | 8%
6 | . | -11 | .
7 | 12% | -6 | 2%
8 | ? | 32 | 4%
9 | 21% | -15 | 1%
10 | 10% | -6 | .
11 | ? | 8 | 1%
12 | . | -3 | .
13 | 3% | 5 | -1%
14 | 20% | 19 | 5%
15 | . | 1 | .

More structures:
item | Structure | AmpC no deterg | AmpC inh detg | Tb PYK inh | AMA1 RON2 block
16 | COCC(=O)Nc1nnc(COc2ccccc2)s1 | -7% | 0% | 2% | -2%
17 | CCOC(=O)c1sc(NS(=O)(=O)c2ccccc2Cl)nc1C | -20% | 0% | 4% | 5%
18 | COc1ccc(C2CC(=O)N3C(=C2C#N)SCC3(O)c2ccccc2)cc1 (stereo not drawn) | -34% | 1% | -3% | -3%
19 | COc1ccc(S(=O)(=O)Nc2cccc(-c3ccc(N4CCC(C)CC4)nn3)c2)cc1OC | . | 8% | -12% | .
20 | CS(=O)(=O)c1nc(-c2ccccc2)cc(C(F)(F)F)n1 | -13% | ? | 0% | -8%
21 | CC1=NN(C(=O)Cc2ccc([N+](=O)[O-])cc2)C(O)(c2cccnc2)C1 (stereo not drawn) | -2% | -3% | 2% | 72%[activator]
22 | COCC(C)NC(=O)CSc1nc2cc(S(=O)(=O)N3CCCCC3)ccc2o1 (stereo not drawn) | 3% | ? | -4% | 11%
23 | O=C(Nc1ccc(F)c(Cl)c1)N1CCN2CCCCC2C1 (stereo not drawn) | . | 1% | 2% | .
24 | CCN(CC)S(=O)(=O)c1ccc(N2CCOCC2)c(NC(=O)c2cc([N+](=O)[O-])ccc2Cl)c1 | -24% | ? | 6% | 0%
25 | C[C@@H]1CN([C@H](C)CO)C(=O)CCCn2cc(nn2)CO[C@H]1CN(C)C(=O)c1ccccc1 | . | . | -11% | 14%
26 | CCn1c(=O)n(CC)c2cc(N3CCCCC3)c(NC(=O)Nc3cc(Cl)ccc3OC)cc21 | . | -8% | 5% | .
27 | CC(=O)c1ccc(N2CCN(C(=O)c3cccs3)CC2)c(F)c1 | -21% | 1% | 0% | -3%
28 | CCC(C(=O)NCCCN(CC)CC)n1ncn2c(cc3occc32)c1=O (stereo not drawn) | . | 24% | -3% | .
29 | Cc1cccc(N2CCN(C(=O)CCCn3c(=S)[nH]c4cc5c(cc4c3=O)OCO5)CC2)c1C | -30% | 2% | 2% | 78%[activator]
30 | Cc1nn(C(C)(C)C)c(OC(=O)c2cccs2)c1Sc1ccccc1 | 6% | ? | -3% | 18%

item | HCV inhibitor | HCMV antiviral | LmPK inh
16 | 14% | 7 | 1%
17 | 14% | 27 | 3%
18 | ? | 68 | 2%
19 | . | 70 | .
20 | 10µM* | -98* | 0%
21 | 11% | 13 | 9%
22 | -8% | -16 | .
23 | . | 9 | .
24 | 12% | 12 | -11%
25 | . | -11 | .
26 | . | ? | .
27 | -4% | 27 | -3%
28 | . | -32 | .
29 | ? | ? | -1%
30 | -4% | 47 | 4%

Continuation.
item | Structure | AmpC no deterg | AmpC inh detg | Tb PYK inh | AMA1 RON2 block
31 | N#Cc1ccccc1S(=O)(=O)N1CCN(CC(=O)NC(=O)NC2CCCCC2)CC1 | 40% | 0% | -2% | -5%
32 | CC(C)C[C@H](NC(=O)Nc1cccc(Br)c1)C(=O)O | -27% | 9% | 3% | -11%
33 | C=CC[C@@H](CC(=O)N[C@@H](CO)Cc1ccccc1)C(=O)NC[C@H](OC(=O)[C@@H](CC=C)Cc1ccc(F)cc1)c1ccccc1 | 19% | . | -2% | -4%
34 | Cc1ccnc(NC(=O)c2cc3ccccc3o2)c1 | -19% | 0% | -17% | 0%
35 | CCCCCn1c(=O)[nH]c2cc(C(=O)NCCN3C(C)CCCC3C)ccc2c1=O (stereo not drawn) | 2% | 3% | 4% | 0%
36 | Cc1ccccc1-n1c(=O)c2c(n3cnnc13)-c1ccccc1CC21CCCCC1 | 109%[activator] | 1% | -4% | -1%
37 | CC(C)NC(=O)N(Cc1ccccc1)Cc1cccs1 | -3% | -1% | 5% | -9%
38 | O=C(c1cccc(F)c1)N1CCCC(C(=O)N2CCCCC2)C1 (stereo not drawn) | 1% | -1% | 6% | -3%
39 | Cc1ccc(S(=O)(=O)Nc2ccc3c(c2)nc(C)n3C)cc1 | -1% | 2% | -3% | 2%
40 | O=C(COCc1cc(-c2cccs2)on1)N1CCN(c2ccc(F)cc2)CC1 | . | 21% | 1% | .
41 | CC(=O)C(=Cc1ccc(Cl)cc1)C(=O)c1ccccc1 | . | . | -5% | -18%
42 | COc1cc(C(=O)NCCc2sc(-c3ccc(C)cc3)nc2C)cc(OC)c1OC | . | 2% | 0% | .
43 | O=C(NN1C(=O)NC2(CCCCC2)C1=O)c1ccc(-c2ccccc2Cl)o1 | -23% | -3% | 4% | 24%
44 | O=C(/C=C/c1cccc(O)c1)c1cccnc1 | -18% | 0% | -4% | 7%
45 | O=C(NCCc1ccccc1)c1cccc(Br)c1 | -10% | -7% | -1% | -4%

item | HCV inhibitor | HCMV antiviral | LmPK inh
31 | 20% | -23 | .
32 | 10% | -33 | 4%
33 | 21% | -64* | .
34 | -26% | -5 | .
35 | ? | -6 | 4%
36 | 17% | -37 | 7%
37 | -7% | 7 | -8%
38 | -11% | -1 | 5%
39 | -20% | -7 | -1%
40 | . | -16 | .
41 | . | 36 | .
42 | . | 4 | .
43 | ? | -1 | .
44 | 7% | -6 | -6%
45 | 4% | 9 | -1%

Other results.
item | Structure | AmpC no deterg | AmpC inh detg | Tb PYK inh | AMA1 RON2 block
46 | CCN1CCCC1CN(Cc1cc2cc(OC)ccc2[nH]c1=O)C(=O)NCc1ccccc1 (stereo not drawn) | 1% | -6% | -1% | 4%
47 | O=C(Nc1cccc(Cl)c1)Nc1csc([N+](=O)[O-])c1 | -52% | 8% | -7% | -27%
48 | Cc1cc(NCc2ccccn2)nc2ccccc12 | -3% | 2% | 2% | 11%
49 | C=CCOC(=O)C(C#N)c1nc2ccccc2nc1N1CCN(c2ccccc2OCC)CC1 (stereo not drawn) | -22% | -4% | -2% | -23%
50 | O=C(Nc1ccccn1)c1ccc2c(c1)OCO2 | -10%[11.4 µM] | -11% | -23% | -8%
51 | CCN(C(=O)COC(=O)c1cc([N+](=O)[O-])ccc1N1CCOCC1)C1CCS(=O)(=O)C1 (stereo not drawn) | 0% | -15% | 0% | 3%
52 | CN1C(N)=NC(=O)/C1=C/c1ccc(F)cc1 | -1% | 4% | 4% | 0%
53 | CC(C)(CNC(=O)c1ccc(S(=O)(=O)N2CCCC2)cc1)N1CCOCC1 | -15% | 3% | -4% | -18%
54 | CC1CN(S(=O)(=O)c2ccc(C(=O)Nc3sc4c(c3C(N)=O)CCN(C)C4)cc2)CC(C)O1 (stereo not drawn) | -1% | 5% | . | .
55 | COc1ccc(C2C3=C(Nc4ncnn42)c2ccccc2CCC3)cc1 (stereo not drawn) | 4% | ? | 2% | 31%[activator]
56 | CC1CCCN(C(=S)NCCc2ccccc2)C1 (stereo not drawn) | -16% | 2% | -14% | -11%

item | HCV inhibitor | HCMV antiviral | LmPK inh
46 | -20% | 1 | 1%
47 | ? | -97* | 7%
48 | -10% | -6 | 2%
49 | 36%&1%[activator] | -21 | 7%
50 | 4% | 75 | 14µM*
51 | 0% | 2 | .
52 | 10% | 29 | -5%
53 | -9% | ? | 6%
54 | -14% | . | 3%
55 | 12% | 68 | 4%
56 | 9% | 44 | 1%

Looked up above:
entry 17 – Tb PYK inh: 4%
entry 4 – AmpC inh detg: 5%
entry 53 – AmpC no deterg: -15%
entry 37 – HCMV antiviral: 7

One compound at a time (already shown).
Record of CC(C)CC1C(=O)N(Cc2cn(Cc3ccco3)nn2)CCS(=O)(=O)N1Cc1ccc(-c2cccc(N(C)C)c2)cc1 (stereo not drawn) → AmpC no deterg = .; AmpC inh detg = .; Tb PYK inh = -12%; AMA1 RON2 block = -12%; HCV inhibitor = .; HCMV antiviral = -101*; LmPK inh = .
Record of CC1CN(S(=O)(=O)c2ccc(C(=O)Nc3sc4c(c3C(N)=O)CCN(C)C4)cc2)CC(C)O1 (stereo not drawn) → AmpC no deterg = -1%; AmpC inh detg = 5%; Tb PYK inh = .; AMA1 RON2 block = .; HCV inhibitor = -14%; HCMV antiviral = .; LmPK inh = 3%
